Bioassay records (PubChem)
PME-1 Maybr inh: Maybridge compound blocking human PME-1; recombinant PME-1, FP-Rh probe fluorescence polarization; inhibition, % at 9 µM; hit rate 0.5% among 16,000; AID 2291; in the data active = inhibition above about 30%
rat GALR2 agon: GALR2 (rat) receptor agonism. O08726. cell-based GALR2 agonist screen. activation, % at 10 µM. hit rate 0.5% among 16,000. AID 833; in the data active = activation above about 15%
Target sequence (O08726 whole entry, looked up): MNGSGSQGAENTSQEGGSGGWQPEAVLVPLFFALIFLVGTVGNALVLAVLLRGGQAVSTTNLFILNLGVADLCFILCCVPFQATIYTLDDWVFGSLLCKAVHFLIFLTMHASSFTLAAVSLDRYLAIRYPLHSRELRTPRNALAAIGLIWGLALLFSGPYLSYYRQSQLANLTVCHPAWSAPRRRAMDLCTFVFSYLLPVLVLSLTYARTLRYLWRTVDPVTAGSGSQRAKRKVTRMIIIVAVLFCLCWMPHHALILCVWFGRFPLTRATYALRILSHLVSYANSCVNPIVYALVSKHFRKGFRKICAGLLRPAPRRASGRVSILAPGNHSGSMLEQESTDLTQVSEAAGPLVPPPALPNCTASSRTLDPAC
KOR antag MB: blocks the human kappa opioid receptor, Maybridge compounds; hit rate 0.4% among 16,000; OPRK1 cells, antagonist mode, fluorescence readout; inhibition, % at 9 µM; P41145; in the data active = inhibition above about 50%
luminol inh ctr: counter-screen for Nox1 inhibitors: inhibitors of luminol chemiluminescence. inhibition, % at 6.7 µM. HRP/luminol/H2O2 chemiluminescence counterscreen. hit rate 0.4% among 16,000; note: reference of the scale not given here
Nox1 inh: human Nox1 inhibition | Q9Y5S8 | HT29 cells, luminol chemiluminescence ROS | inhibition, % at 6.7 µM | hit rate 0.81% among 16,000 | AID 1792
TLR4-MyD88 inh: blocks binding of human TLR4 to MyD88; Cell-based TLR4-MyD88 binding inhibition assay; hit rate 0.06% among 16,000; inhibition, % at 10 µM; O00206; in the data active = inhibition above about 45%
NOTCH ag: agonists of NOTCH signaling | hit rate 0.4% among 15,000 | NOTCH signaling luciferase reporter cells, luminescence | activation, % at 2.5 µM; in the data active = activation above about 2.2%
S1P1 ag: S1P1 (human) receptor agonism | hit rate 1.5% among 16,000 | P21453 | AID 1044 | activation, % at 4.5 µM | S1P1 agonist cell-based reporter assay; in the data active = activation above about 80%
Target sequence (P21453 whole entry, looked up): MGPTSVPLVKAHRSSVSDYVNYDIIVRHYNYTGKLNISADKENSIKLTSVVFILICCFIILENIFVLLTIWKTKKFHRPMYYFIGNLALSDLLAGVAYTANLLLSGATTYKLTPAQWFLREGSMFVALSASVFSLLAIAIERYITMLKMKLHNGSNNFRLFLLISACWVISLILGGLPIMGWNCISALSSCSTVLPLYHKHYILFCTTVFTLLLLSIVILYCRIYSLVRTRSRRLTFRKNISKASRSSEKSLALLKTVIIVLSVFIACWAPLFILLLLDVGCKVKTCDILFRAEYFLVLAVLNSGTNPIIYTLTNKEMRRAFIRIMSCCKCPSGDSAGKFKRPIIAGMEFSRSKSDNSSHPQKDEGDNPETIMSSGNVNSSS
* = called active by the depositor; . = not tested or not shown. Cut-off read from the data, not from the text of the source, unless noted: active = inhibition above about 75%; inactive = the rest. This is a subset (hit frequency here may not be typical).

SMILES	PME-1 Maybr inh	rat GALR2 agon	KOR antag MB	luminol inh ctr	Nox1 inh	TLR4-MyD88 inh	NOTCH ag	S1P1 ag
O=C(O)CSCC(=O)Nc1ccccc1SCCS(=O)(=O)c1ccc(Cl)cc1	7	-5	-7	-3	13	-1	0.1	5
CCC(=O)NCc1csc(-c2cccs2)n1	7	1	13	-6	23	7	-0.4	2
CN(C)/C=C/C=C/C(=O)c1cccs1	0	-7	4	2	-52	0	-0.5	-9
CC(=O)/C(C=Nc1ccc(Cl)cc1)=C(/O)C(F)(F)F	-1	4	5	3	-63	-3	-0.3	1
NS(=O)(=O)c1ccc(NC(=O)CSCC(=O)O)cc1	1	-4	2	1	-54	12	-0.1	-7
Cc1ccc([N+](=O)[O-])c(NC(=O)c2nn(-c3ccccc3)nc2C)c1C	7	-7	6	1	-68	7	-0.3	-7
N#Cc1ccsc1NS(=O)(=O)c1ccc(OC(F)(F)F)cc1	6	-4	-14	1	-63	3	-0.6	-10
N/C(=N\c1ncn[nH]1)N/N=C/c1c(Cl)cccc1Cl	-3	-10	19	5	-52	11	.	-2
O=C(O)CN1C(=O)c2ccc(C(=O)O)cc2C1=O	5	-6	2	-7	-2	-15	0.2	1
Cc1cc(CNC(=O)Nc2csc3ccccc23)no1	5	-4	17	-6	5	5	0.0	20
O=C(COc1ccccc1SCc1ccc(Cl)cc1)NNC(=O)c1ccc(Cl)cc1	-2	-7	-30	-6	15	-10	-0.7	3
N#C/C(=C\c1ccc(N2CCOCC2)cc1)c1ccc([N+](=O)[O-])cc1	0	-8	-2	-2	-17	16	-0.7	8
CCOC(=O)c1cnn(C)c1NC(=O)c1ccc(Cl)cc1Cl	5	-5	7	-4	-19	0	-0.3	4
N#CC(=C1SCCCCS1)S(=O)(=O)c1ccccc1	7	-2	10	-5	23	6	0.4	12
CSc1sc(C(=O)OC(C)C)c2c1C(=O)CC(C)(C)C2	4	-3	-9	-4	16	-6	-0.5	-14
CCOC(=O)c1cc(C#N)c(=O)[nH]c1C(F)(F)F	-1	-2	-18	2	-78	.	-0.1	-2
COC(=O)c1sccc1N/N=C1\C(=O)c2ccccc2N(C)S1(=O)=O	-2	-7	3	1	-50	3	-0.8	-6
Cc1cccc(-c2nc(N)nc(N)n2)c1	8	-1	26	-5	18	11	-0.4	-4
Cc1cc2nc(-c3ccccn3)cc(C(F)(F)F)n2n1	-1	-6	-1	-2	-8	2	-4.1	-12
NC(=O)C1CCN(c2c(Cl)cncc2Cl)CC1	0	-8	6	2	-47	6	0.1	56
COC(=O)c1ccc(S(=O)(=O)NNC(=O)COc2ccc(OC(F)(F)F)cc2)n1C	5	-8	-6	3	11	3	-0.1	8
CC(=O)NCc1c(Cl)cccc1Sc1ccc(Cl)cc1	5	-6	-13	-5	-5	-2	1.1	8
CC(C)C(NC(=O)OC(C)(C)C)C(=O)NC(c1ccccc1)c1ccccc1 (centres undefined)	7	-6	1	-3	24	9	-0.7	15
N#Cc1nc(=O)n(-c2ccc(OC(F)(F)F)cc2)c(N)c1N=Cc1ccc(C(F)(F)F)cc1	-51	-8	16	3	27	-3	-6.1	106*
CSc1cccc(NC(=O)C(=O)NCc2ccccc2)c1	3	-8	5	-2	-55	0	1.3	6
COc1cc(C(C)(C)C)c(OC)cc1C(C)(C)C	-3	-8	-36	1	-41	2	0.3	-13
O=C(O)c1ncoc1-c1cccc(Cl)c1	-2	-2	-1	1	-52	-1	-0.3	-1
Cc1nc(-c2ccccn2)nc(N(C)c2ccccc2)c1Cl	11	1	2	-9	14	5	-1.2	-2
COC(=O)c1ccccc1S(=O)(=O)NC1C2(C)CCC(C2)C1(C)C (centres undefined)	3	-9	-30	2	-13	11	-0.8	-14
O=C(Nc1ccc(OC(F)(F)F)cc1)Nc1cc(-c2cccs2)[nH]n1	-24	-5	16	-2	10	-7	1.1	-26
O=C(O)c1ccc(OCc2ccccc2)cc1	2	-2	7	-4	5	-4	-0.6	-16
CN(CCC#N)c1ccc(/C=N/NC(=O)C2CCN(C(=S)NC3CC4C=CC3C4)CC2)cc1 (centres undefined)	10	-7	-4	10	9	-4	-0.5	67
O=C(Cc1nc(O)cs1)c1ccccc1	-1	-6	2	2	-26	-7	-0.4	-8
CCOC(=O)NC(=O)/C(C#N)=C/c1ccc(N(C)C)cc1	1	-7	-3	16	17	-2	-0.5	0
N#CCC(=O)c1ccsc1	0	-7	4	0	-25	14	-0.4	-4
O=C(c1ccccc1)n1ccc(-c2cccs2)n1	1	-11	3	1	11	-1	0.9	-10
N#Cc1ccc(N2CCN(S(=O)(=O)c3cccc4nonc34)CC2)cc1	2	-5	17	3	-43	-14	-0.5	1
COC(=O)C1SCCN1C(=O)c1cc(-c2ccc(Cl)cc2)oc1C (centres undefined)	4	-7	0	-7	9	-4	-5.6	8
CC(=O)Nc1cc(N2CC(C)CC(C)C2)c(F)cc1[N+](=O)[O-] (centres undefined)	-3	-11	-28	6	-32	1	0.1	-15
Cc1ccc(S(=O)(=O)Nc2ccc(N3CCOCC3)c(Cl)c2)cc1	5	-6	3	-27	52	-1	-0.5	38
COC(=O)c1sc2cc(-c3ccc(F)cc3)sc2c1C	1	-5	18	-1	-70	5	-1.1	35
CSc1scc(-c2cccs2)c1CNC(=O)c1ccccc1Cl	7	2	-4	-5	22	-1	0.8	26
O=C1OCc2ccc(NC(=S)NCc3ccco3)cc21	-4	-6	15	4	-45	-3	-0.4	1
Cc1ccc(NNC(=O)c2ccccc2)c(C)c1	9	0	-21	-2	-32	-22	.	-2
Cc1ccc(NC(=O)CC(CC(=O)O)c2ccccc2)cc1Cl (centres undefined)	-3	-8	1	3	-50	0	-0.5	-3
CC1(C)CCc2cc(/C=N/O)ccc2O1	0	-8	-18	3	-18	-13	-0.4	-4
COc1ccc(Oc2ncccc2NC(=O)c2ccco2)cc1	10	-8	-6	-1	-29	-3	1.6	-7
Cc1cc(=O)[nH]c2c1c(C)nn2C	3	-5	-3	0	-6	10	-0.1	0
COCCOc1ccc([N+](=O)[O-])cc1C(=O)O	1	-4	7	-3	5	6	.	-6
NC(=NCc1ccccc1)c1ccc(Cl)cc1	-1	-4	-4	-2	-38	11	0.1	-9
O=[N+]([O-])c1ccc(CSc2nnc(-c3ccncc3)o2)cc1	2	-3	-8	-3	-10	2	0.1	-2
CC(C)(C)c1nc(SCC(=O)c2ccc([N+](=O)[O-])cc2)n[nH]1	-2	-7	4	33	-60	2	-0.3	10
CCCc1cc(OC(=O)c2cccnc2Oc2ccccc2)n(C)n1	-2	-5	17	2	-19	2	0.1	-7
Cn1c(Cc2ccsc2)nnc1Sc1nc2ccc(Cl)cc2s1	-1	-4	3	2	-70	3	-5.9	26
O=C1CCc2cc(F)ccc21	7	-8	1	-8	12	-15	0.0	3
OC1(C(F)(F)F)CC(c2cc3ccccc3o2)=NN1 (centres undefined)	6	-2	14	-4	17	-9	-0.1	-6
CCOC(=O)/C(C#N)=C/NN(C)c1ccccc1[N+](=O)[O-]	-4	-2	-1	4	49	-1	-0.5	-12
Cc1oc(C(C)(C)C)cc1C(=O)O	0	-4	3	-1	-43	14	-0.1	-11
CCOC(=O)/C(C#N)=C1\NC=CC=C1OC(C)=O	1	-5	-1	2	-63	7	0.4	-12
CC(C)(C)NC(=S)N1CCSCC1	-2	-8	-4	2	-48	-4	-0.6	7
(more compounds)
SMILES	PME-1 Maybr inh	rat GALR2 agon	KOR antag MB	luminol inh ctr	Nox1 inh	TLR4-MyD88 inh	NOTCH ag	S1P1 ag
CCCCCCS(=O)(=O)CC#N	0	-7	2	3	-61	-17	-0.8	4
FC(F)(F)c1cc(-c2ccc(-c3ccn[nH]3)o2)cc(C(F)(F)F)c1	-1	1	-1	3	1	2	-0.2	102*
COc1c(C[C@H](NC(C)=O)C(=O)O)cccc1OCC1CCCC1	1	-9	9	4	-15	2	-0.7	-4
CCOC(=O)C1CCN(c2ccccc2CN2CCN(c3ccccc3OCC)CC2)CC1	2	-5	-1	4	-45	5	-1.0	-1
CC1CC(=O)c2c(F)c(F)cc3c(=O)c(C(=O)O)cn1c23 (centres undefined)	4	-5	0	-5	-12	1	-0.1	-4
COC(=O)c1cc(C#N)c(=S)[nH]c1C(OC)OC	3	-8	8	0	-53	-7	-0.5	-4
O=C1c2cc(S(=O)(=O)O)ccc2CCC1S(=O)(=O)O (centres undefined)	0	-6	13	-2	-12	5	-0.8	-9
O=S(=O)(Nc1ccc(-c2cnco2)cc1)c1ccc(Cl)c(Cl)c1	0	-5	11	-5	11	7	-5.1	8
COC(=O)c1ccc(S(=O)(=O)NN2CCOCC2)n1C	-5	-7	7	4	-59	-25	-0.4	8
Cc1c2n(c3ccccc13)C/C(=C\c1ccccc1)C2=O	4	-13	46	-2	18	-5	-0.5	8
CCOC(=O)/C(=N/O)C1=CSC2=NNC(c3ccc(Cl)cc3)N12 (centres undefined)	-94	-4	36	7	-137	5	-0.6	7
O=C(O)c1c2c(nc3ccccc13)CCCC2	1	-8	-24	2	-8	-2	-0.2	-15
COc1ccc(Cl)cc1N1C(=O)C=C(c2ccccc2)C1=O	-4	-5	-9	0	-3	-8	-0.1	-17
CC(Oc1ccc(Cl)cc1Cl)C(=O)NN (centres undefined)	3	-6	-2	-2	-16	.	0.5	3
CN(NC1OC(=O)c2ccccc21)c1c([N+](=O)[O-])cc(C(F)(F)F)cc1[N+](=O)[O-] (centres undefined)	8	-7	0	0	16	-5	-0.4	17
CSC(=NC1CCCCNC1=O)NC#N (centres undefined)	-2	-7	10	-2	-90	15	-1.0	9
CN(C)/C=C(\C#N)S(=O)(=O)/C(C#N)=C/N(C)C	1	-5	-14	-8	19	-5	-1.7	-3
c1cc2nncn2nc1N1CCSCC1	-3	-5	11	2	-3	-4	-0.3	-57
COc1cc(NC(=S)NNS(=O)(=O)c2ccc(C)cc2)c(OC)cc1Cl	1	-2	-14	8	21	6	-0.3	12
CCOC(=O)NS(=O)(=O)c1ccccc1Cl	16	-8	12	-45	36	0	-0.2	12
CS/C(NCc1cccnc1)=C(/C#N)C(=O)C1CC1	2	-6	-8	-7	32	-29	-0.3	-6
Cc1onc(-c2c(F)cccc2Cl)c1NC(=O)OCc1sccc1-n1c(C)ccc1C	1	-9	-24	-1	-65	4	.	-14
COc1ccc(-c2c3c(nc4c2c(=O)n(C)c(=O)n4C)-c2ccccc2CC3)c(Cl)c1OC	2	-3	-1	2	-35	1	0.1	4
O=C(NC1CCN(Cc2ccccc2)CC1)c1cccs1	-15	-2	5	-3	-14	-2	-0.3	5
O=C(NNC(=O)c1ccc([N+](=O)[O-])o1)c1ccc2ccccc2c1	-1	-5	-2	12	-12	0	0.1	11
COc1c(C(=O)O)sc(C(=O)O)c1OC	-2	-1	17	3	-76	-3	0.0	-9
O=C(CC1NCCN(Cc2ccccc2)C1=O)Nc1ccccc1 (centres undefined)	5	-3	13	-7	20	8	0.2	22
Cc1c(-c2csc(Nc3ccc(Cl)cc3)n2)sc2nc(C(F)(F)F)nn12	2	-4	-9	-5	-18	-2	-0.2	4
COc1cc2c(cc1OC)-c1c(C#N)c(-c3ccc4c(c3)OCO4)c(C(C)=O)n1CC2	3	-2	13	-3	4	-206	0.1	-34
